Screens: PubChem BioAssay, several laboratories
NRP1-CendR mod – NRP-1/CendR interaction modulation; O14786; FAM-RPARPAR peptide binding to NRP-1, fluorescence polarization; inhibition, % at 25 µM; 360,000 tested, 0.85% active; AID 602438;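 active = inhibition or corrected inhibition above about 18%, plus a signal ratio from 0.5 to 1.5, limit read from the data, passing the limit was not always enough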; also: strong numbers were not always called active
Neddylation inh – inhibitors of human cullin neddylation; 360,000 tested, 0.58% active; AID 651699; TR-FRET cullin neddylation, biochemical; calls only at 25 µM; P61081+Q13564; in the data active = inhibition above about 36%
SUMO1-SIM PPI – alters human SUMO1 binding to SIM partners | AID 602429 | SUMO1 binding to a labelled peptide, TR-FRET, 1 h | inhibition, % at 20 µM | 360,000 tested, 0.33% active; in the data active = inhibition above about 37%
DNMT1 block – DNMT1 (human) enzyme inhibition; DNMT1 molecular beacon, Hinp1I cleavage, fluorescence; 360,000 tested, 0.83% active; inhibition (reported as % activation of signal), % at 10 µM; P26358; in the data active = inhibition above about 50%
Target sequence (P26358 504-1616 limits assumed): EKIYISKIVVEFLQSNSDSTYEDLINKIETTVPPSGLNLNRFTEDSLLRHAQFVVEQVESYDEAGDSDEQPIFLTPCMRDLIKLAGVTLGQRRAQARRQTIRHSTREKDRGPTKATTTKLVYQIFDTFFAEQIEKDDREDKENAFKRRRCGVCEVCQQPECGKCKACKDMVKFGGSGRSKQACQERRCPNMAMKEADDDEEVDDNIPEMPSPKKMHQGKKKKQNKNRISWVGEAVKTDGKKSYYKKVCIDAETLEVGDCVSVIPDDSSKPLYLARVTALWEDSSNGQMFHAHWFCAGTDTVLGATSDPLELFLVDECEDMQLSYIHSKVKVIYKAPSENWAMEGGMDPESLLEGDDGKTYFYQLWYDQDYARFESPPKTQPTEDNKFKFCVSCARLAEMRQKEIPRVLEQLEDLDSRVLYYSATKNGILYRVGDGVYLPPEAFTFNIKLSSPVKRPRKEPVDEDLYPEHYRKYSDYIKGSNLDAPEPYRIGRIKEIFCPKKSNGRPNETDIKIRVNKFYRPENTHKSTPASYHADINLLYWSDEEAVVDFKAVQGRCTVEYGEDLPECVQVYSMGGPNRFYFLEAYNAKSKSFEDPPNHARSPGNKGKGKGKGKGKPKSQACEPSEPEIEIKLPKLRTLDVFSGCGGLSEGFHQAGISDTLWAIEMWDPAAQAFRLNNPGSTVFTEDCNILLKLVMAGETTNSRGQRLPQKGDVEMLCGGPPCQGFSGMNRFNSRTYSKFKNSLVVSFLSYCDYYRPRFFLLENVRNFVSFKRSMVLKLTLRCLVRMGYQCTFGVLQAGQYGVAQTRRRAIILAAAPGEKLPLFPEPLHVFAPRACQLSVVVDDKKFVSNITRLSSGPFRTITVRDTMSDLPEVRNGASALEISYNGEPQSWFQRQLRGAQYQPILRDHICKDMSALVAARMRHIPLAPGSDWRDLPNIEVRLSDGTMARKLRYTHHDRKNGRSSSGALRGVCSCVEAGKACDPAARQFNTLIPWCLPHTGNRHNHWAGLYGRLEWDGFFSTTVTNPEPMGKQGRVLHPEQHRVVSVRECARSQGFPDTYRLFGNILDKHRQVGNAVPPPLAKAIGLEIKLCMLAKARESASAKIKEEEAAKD
STEP block – blocks human striatal-enriched tyrosine phosphatase; P54829; recombinant STEP, OMFP fluorogenic substrate, fluorescence; inhibition, % at 20 µM; 360,000 tested, 0.25% active;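 active = inhibition at 20 µM, scaled per plate between control wells, above about 37%, limit read from the data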;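 also: 0% = DMSO with enzyme and substrate and 100% = substrate only without enzyme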
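Material: STEP (striatal-enriched tyrosine phosphatase) enzyme, cell-free; Compound dosing: 20 µM single dose in 1% DMSO; Technique: fluorescence read at 480 nm ex / 540 nm em; Times: reaction 20 min, ambient temperature; Medium: 50 mM Bis-Tris pH 6.0 with 2.5 mM DTT and 0.005% Tween 20; Also added: OMFP at 25 µM.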
LMPTP inh – blocks human LMPTP phosphatase; P24666; 360,000 tested, 0.22% active; inhibition, % at 20 µM; recombinant LMPTP-A, OMFP fluorogenic substrate, fluorescence intensity;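 active = compounds that cut the enzyme signal by at least half of the control window in the single-dose screen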;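 also: plate controls were DMSO wells with enzyme plus substrate for no effect and substrate without enzyme for full effect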
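Test system – LMPTP-A enzyme · Amount – LMPTP-A at 0.625 nM final in the reaction · Buffer or medium – Bis-Tris pH 6.0, DTT, detergent · Reagent – OMFP 400 µM · Doses – single 20 µM dose · Schedule – reaction 50 min, room temperature, dark · Detection – fluorescence intensity of OMFP turnover product · Evaluation – percent inhibition versus substrate-only and uninhibited controls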
SKN-1 inh – inhibitors of C. elegans SKN-1 | C. elegans VP596 Pgst-4::GFP/RFP ratio, acrylamide-induced, 24 h | inhibition, % at 21.8 µM | 360,000 tested, 0.49% active;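 active = interference check ratio from 0.5 to 1.5 plus GFP to RFP signal ratio inhibition reaching or exceeding a fixed threshold, cut at about 30% in these data, passing the limit was not always enough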; also: some compounds called inactive have numbers as strong as hits
Scp1 inh – blocks human Scp-1 phosphatase activity; Q9GZU7; 340,000 tested, 0.88% active; Recombinant Scp1, phosphopeptide, malachite green phosphate absorbance; AID 493091; inhibition, % at 20 µM;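 active = inhibition above about 50% at 20 µM, limit read from the data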;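 also: plate controls were DMSO wells with enzyme for no effect and wells lacking enzyme for full effect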
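Test system – truncated SCP-1 phosphatase (76-261aa) · Reagent – Phosphorylated 17-residue peptide substrate · Incubation – 45 min room-temperature reaction, 5 min colour, 30 min stabiliser · Detection – colorimetric phosphate reagent with accelerator and stabiliser, absorbance at 630 nm · Measure – % inhibition at 20 µM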
TbMetRS inhib – blocks T. brucei methionyl-tRNA synthetase activity; purified T. brucei MetRS, ATP depletion, Kinase-Glo luminescence; 360,000 tested, 0.4% active; inhibition, % at 11.9 µM;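 active = inhibition above a per-plate cutoff of the control wells' mean inhibition plus 3 SD, cut at about 5.5% in these data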;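 also: 0% = DMSO wells median and 100% = median of wells with control inhibitor compound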
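Test system: purified T. brucei MetRS enzyme. Also added: ATP, methionine and E. coli bulk tRNA substrates. Compound: 11.9 µM single point. Schedule: 15 min enzyme-compound preincubation, 2 h reaction, 10 min detection, 25 °C. Signal: luciferase luminescence of residual ATP, Kinase-Glo. Evaluation: percent inhibition versus plate control medians. Controls: DMSO wells, low control.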
NadD inh – inhibitors of Staphylococcus aureus NadD. inhibition, % at 20 µM. AID 602399. 360,000 tested, 0.78% active. purified NadD enzyme, colorimetric absorbance read-out; in the data active = inhibition above about 26%; also: some compounds past the cut are filed as inactive
* marks the source's active call; other numbers are inactive results; i = inactive; x = not tested or not shown.

SMILES	NRP1-CendR mod	Neddylation inh	SUMO1-SIM PPI	DNMT1 block	STEP block	LMPTP inh	SKN-1 inh	Scp1 inh	TbMetRS inhib	NadD inh
O=C(CNC(=O)/C(=C\c1ccccc1)NC(=O)c1ccc(Br)cc1)OCc1ccccc1	5	i	-1	-4	0	0.4	11	-3	-0.1	4
Nc1nnc(SCC(=O)N2CCN(c3ccccc3)CC2)n1-c1ccccc1	0	i	2	6	-5	-3.0	2	0	-0.9	0
CCCC(=O)Nc1nnc(SCC(=O)N2CCN(c3ccccc3)CC2)s1	6	i	2	1	-3	-1.7	-23	23	-1.3	10
N#Cc1ccc(C23CC4(C2)[C@H](CN(CC2CCCCC2)[C@@H]4c2ccccc2)C3c2ccccc2)cc1 (some centres undefined)	-6	i	-28	9	1	2.8	-3	6	-0.3	4
O=C(Nc1ccccc1F)C1CCN(C(=O)Cc2ccccc2)CC1	23	i	0	-1	-1	-0.4	4	3	-2.9	-4
CCOCCCN(C(=O)c1snc(C(N)=O)c1N)C(C(=O)NC1CCCC1)c1ccc(OC)cc1 (centres undefined)	-1	i	-6	0	-1	-0.3	17	-1	-0.6	-1
CCc1ccccc1NC(=O)N1CCc2ccccc2C1	12	i	2	-1	1	-0.5	9	4	-0.1	-3
NC(Cc1ccc(C(F)(F)F)cc1)c1csc(NC(=O)Nc2ccccc2Cl)n1 (centres undefined)	-13	i	-56	-20	1	1.0	13	x	-0.2	19
O=C(NCc1cccnc1)C(=O)NCC(c1ccco1)N1CCN(c2ccc(F)cc2)CC1 (centres undefined)	-4	i	-3	3	-4	-0.3	-2	3	-0.1	1
CC(=O)Nc1c(I)c(C(=O)N[C@H]2C(O)O[C@H](CO)[C@@H](O)[C@@H]2O)c(I)c(N(C)C(C)=O)c1I (some centres undefined)	-60	i	2	8	0	-1.9	11	-9	-0.2	-1
Cc1nn2c(c1-c1ccc(Cl)cc1)N=C(c1ccco1)CC2c1ccccc1 (centres undefined)	-44	i	-4	-12	1	4.8	9	-3	0.5	16
CCOC(=O)C(C)(C)N(Cc1ccc(C)cc1)S(=O)(=O)c1ccc(Cl)c([N+](=O)[O-])c1	2	i	-2	15	3	1.2	-4	-10	-0.7	0
Cc1nn(C)c(C)c1/C=C/C(=O)c1ccccc1	-3	i	-16	2	-5	-0.2	21	-5	0.4	-2
CN1CCN(c2ccc(NC(=O)COc3ccc(Cl)cc3Cl)cc2)CC1	-1	i	1	1	0	-6.0	-6	0	1.1	-8
O=C(CNC(=O)c1cccc(F)c1)N/N=C/c1cc(Br)ccc1OC(=O)/C=C/c1ccco1	-18	i	1	8	-1	3.1	2	-4	0.0	19
CCN(CC(=O)Nc1cccc(OC)c1)C(=O)c1ccc(C)s1	-6	i	0	-1	1	1.1	19	-6	-1.1	-6
COc1ccc(NC(=O)COc2ccccc2)cc1NC(=O)c1ccco1	-14	i	2	-3	0	0.2	-7	-14	0.2	0
Cc1ccc(C(=O)CCC(=O)OCC(=O)Nc2cc(S(=O)(=O)N(C)C)ccc2C)cc1	-1	i	2	2	1	-0.1	9	x	-0.3	-2
N#CCCn1cc(/C=N/O)c(-c2ccc(F)cc2)n1	-6	i	-4	2	-4	-1.7	0	2	-0.4	-1
O=C(Nc1nnc([C@H]2C[C@H](O)[C@@H](CO)O2)s1)Nc1cccc2c1CCCC2	4	i	1	-1	-1	-0.4	-9	x	-0.1	-2

4 of the entries above in order of their number in NadD inh, rising:
SMILES	NRP1-CendR mod	Neddylation inh	SUMO1-SIM PPI	DNMT1 block	STEP block	LMPTP inh	SKN-1 inh	Scp1 inh	TbMetRS inhib	NadD inh
CN1CCN(c2ccc(NC(=O)COc3ccc(Cl)cc3Cl)cc2)CC1	-1	i	1	1	0	-6.0	-6	0	1.1	-8
Cc1ccc(C(=O)CCC(=O)OCC(=O)Nc2cc(S(=O)(=O)N(C)C)ccc2C)cc1	-1	i	2	2	1	-0.1	9	x	-0.3	-2
CCOC(=O)C(C)(C)N(Cc1ccc(C)cc1)S(=O)(=O)c1ccc(Cl)c([N+](=O)[O-])c1	2	i	-2	15	3	1.2	-4	-10	-0.7	0
Cc1nn2c(c1-c1ccc(Cl)cc1)N=C(c1ccco1)CC2c1ccccc1 (centres undefined)	-44	i	-4	-12	1	4.8	9	-3	0.5	16

Going on with the list.
SMILES	NRP1-CendR mod	Neddylation inh	SUMO1-SIM PPI	DNMT1 block	STEP block	LMPTP inh	SKN-1 inh	Scp1 inh	TbMetRS inhib	NadD inh
CCCCCc1c(-c2ccccc2F)ncn1CCc1ccccc1OC	17	i	16	x	x	5.8	29	x	0.1	3
O=C(Nc1ccccc1NC(=O)c1ccccc1F)c1ccccc1F	13	i	3	-4	-2	-0.6	10	-12	-0.1	-4
CC(C)N(C(=O)COC(=O)c1cccc(S(=O)(=O)N2CC3(C)CC2CC(C)(C)C3)c1)C(C)C (centres undefined)	5	i	5	3	5	3.6	10	-1	-0.3	-5
Cc1ccc(N2CCN(C(=S)c3ccc(-c4cccc([N+](=O)[O-])c4)o3)CC2)cc1	-2	i	-5	-2	2	2.6	9	26	-0.6	9
COc1ccccc1CC(=O)N(Cc1ccccc1)c1cccc(C)c1	4	i	4	2	3	1.8	3	0	-0.6	-7
CCC1(c2ccccc2)NC(=O)N(CC(=O)NC2CCCC2)C1=O (centres undefined)	-10	i	2	0	0	-0.7	0	-2	-0.5	2
Cc1cccc2cc3c(N)c(C(=O)N4CCc5ccccc54)sc3nc12	-74	i	-11	-9	-17	3.3	11	-1	-0.5	20
O=C(CSc1nc2ccc(Nc3nc(N4CCOCC4)nc(N4CCOCC4)n3)cc2s1)Nc1ccccc1Cl	5	i	10	39	4	2.0	12	27	-0.2	28
COc1ccc(S(=O)(=O)NCc2csc(-c3cccnc3)n2)cc1	-4	i	43*	2	-2	-0.5	-15	-5	0.0	0
CCOC(=O)N1CCN(C(=O)c2ccc(Cl)c(S(=O)(=O)N3CCOCC3)c2)CC1	8	i	2	1	-1	0.0	-21	1	0.1	0
COc1ccc(-c2nsc3c(N4CCN(C(=O)c5ccco5)CC4)ncnc23)cc1	-9	i	-20	-6	3	2.7	15	2	0.6	0
O=C(Cn1nnc2ccccc21)N/N=C/c1ccco1	6	i	-2	8	0	0.1	3	-1	-0.2	7
COC(=O)[C@@]12C[C@@H](CC(=O)N3CCN(C(=O)c4ccco4)CC3)C(=O)N(Cc3cccc4ccccc34)C1=CCC(C)(C)C2	-1	i	-3	x	x	1.8	-2	x	-0.9	x
CN(C)c1ccc(/C=C/c2nc3ccccc3c(=O)[nH]2)cc1	-61	i	-9	2	0	-0.8	16	-1	-0.1	-5
COc1cnn(-c2ccc([N+](=O)[O-])cc2)c(=O)c1Cl	11	i	-35	2	-3	-3.4	12	-4	-0.7	-11
CCN(CC)C(=O)CSc1nnc(CNc2ccc(F)cc2)o1	2	i	4	6	-4	0.4	15	-6	-0.4	-4
COc1cc(/C=C(/C#N)c2ccc(C)cc2)ccc1Oc1ccc([N+](=O)[O-])cn1	6	i	-1	-2	8	3.2	-5	-9	-0.7	-3
C/C(=N\O)C(C)(C)Nc1cccc(Br)c1	-6	i	1	1	-1	-0.2	24	-11	0.0	4
O=S1(=O)NC(=NCc2ccco2)c2ccccc21	-7	i	-3	1	-5	-1.6	9	-6	-0.7	1
Cc1ccc(OC(C)C(=O)N2CC(=O)Nc3ccccc32)cc1 (centres undefined)	-2	i	-1	2	-2	-0.7	2	-1	2.6	0
CCOC(=O)N1CCN(C(=O)c2cccc(N3C(=O)NC4CC3(C)Oc3ccc(Cl)cc34)c2)CC1 (centres undefined)	3	i	-2	0	4	-1.0	0	-5	-0.5	4
COc1ccc(S(=O)(=O)Cc2ccc(C(=O)N3CCN(c4ccccc4F)CC3)o2)cc1	-4	i	0	2	0	-0.3	17	-15	-0.2	-1
O=C(Nc1ccc(-c2nc3ccccc3c(=O)o2)cc1)c1ccco1	3	i	16	-5	-3	-2.2	3	12	-0.9	-3
CC(C)(C)c1ccc(Oc2ncccc2NC(=O)c2cccs2)cc1	-4	i	-1	6	1	1.7	-1	-11	-1.2	-5
COc1cc(C2NC(=O)N(C)C3=C2C(=O)CCC3)cc(OC)c1OC (centres undefined)	2	i	-4	8	0	-0.9	-4	-7	-0.9	-1
COc1ccccc1NC(=O)c1cc[n+](C)cc1	0	i	-15	2	1	-1.8	-4	5	0.9	0
CCc1nn(CCCC(=O)N2CCN(c3ccc(OC)cc3)CC2)c(=O)c2cc3occc3n12	5	i	-5	1	-1	0.0	5	-6	-0.4	-4
COc1cc(OC)cc(C(=O)N[C@H](C(=O)Nc2nc3ccccc3[nH]2)C(C)C)c1	-7	i	2	2	0	-2.2	-11	5	-1.9	1
COc1ccc(-n2nc(C(=O)NCc3cc(OC)ccc3OC)c3c4ccccc4n(C)c3c2=O)cc1	8	i	3	-3	-1	1.8	3	-8	-0.7	8
O=C(CN(C(=O)c1csnn1)c1cccc(C(F)(F)F)c1)NCc1ccc(F)cc1	1	i	4	0	4	-0.6	1	-7	-0.1	-4
Cc1cccc(NC(=O)CS(=O)(=O)c2cn(C)c3ccccc23)c1	-2	i	4	-4	1	-2.2	-6	0	-1.4	-5
CS(=O)(=O)N(CC(=O)N1CCN(Cc2ccccc2)CC1)C1CCCCC1	0	i	-4	-2	0	0.8	0	-4	-1.0	-7
CCOc1ccc(Oc2ccccc2NC(=O)CCNC(C)=O)cc1	-11	i	4	-1	0	-0.2	1	-11	0.4	-2
CC1=NOC(=O)/C1=C/c1ccc(O)cc1	-12	i	-2	5	7	-1.1	-6	-6	-0.2	6
CN(C)C(=O)c1ccc2c3c(cccc13)CC2	3	i	12	2	-5	-0.9	4	-3	-0.8	5
CC(O)(c1cccc(F)c1)c1nc(-c2cccc3cccnc23)cs1 (centres undefined)	-3	i	2	1	-2	1.1	3	x	-0.3	-17
CC(C)[C@H](NC(=O)OCc1ccccc1)C(=O)OCC(=O)NC1CCCCC1	-4	i	0	1	1	-0.3	-10	8	-0.5	-3
COc1cc(/C=N/n2c(-c3n[nH]c4c3CCC4)n[nH]c2=S)ccc1O	5	i	-5	0	-1	-2.5	4	4	-0.5	2
O=C(COC(=O)c1cc[n+]([O-])cc1)Nc1cccc(F)c1	-2	i	-21	-1	-1	-0.5	12	-2	-0.1	-5
Cc1cc(CNCc2cn(C)nc2-c2ccc(Oc3ccccc3)cc2)on1	7	i	1	-9	1	-0.8	-3	-3	0.0	-2
